# Compound activity: PubChem, National Center for Advancing Translational Sciences (NCATS)
# Mito fusion yeast – qHTS Assay for Small Molecule Inhibitors of Mitochondrial Division or Activators of Mitochondrial Fusion. S. cerevisiae fusion-defective mutant growth rescue, CellTiterGlo 48 h. 320,000 tested, 0.23% active. Potency, µM (titrated, usually from 46.1 µM), for the others: at the highest dose growth rescue (activation), hits mostly activators;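 also: potency is read from the fitted curve at half-maximal effect; % of control where 0% means no effect; nearly all actives have a fitted effect of over 45% in size; temperature-sensitive fusion mutants such as fzo1-1 at 37 °C on non-fermentable ethanol glycerol medium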
#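 Growth-rescue viability read-out: after 48 h at the non-permissive 37C in glycerol/ethanol YPEG, yeast mitochondrial fusion mutants are measured by CellTiterGlo luminescence; compounds (23 nl pinned per well) restoring growth score as division inhibitors or fusion activators.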
# PTAP TSG101 blk – qHTS Assay for Iinhibitors of HIV-1 Budding by Blocking the Interaction of PTAP/TSG101. Fluorescence polarization, FITC-PTAP peptide / Tsg101 binding. 340,000 tested, under 10 active. Potency, µM (top dose mostly 115 µM), inactives show top-dose activity change, negative = inhibition, most hits filed as inhibitors. Tumor susceptibility gene 101 protein (Homo sapiens), Q99816; active = well fitted inhibition curve with a large enough effect in the main read-out, with a control signal flat, not every such curve was filed as active; inconclusive = small, poorly fitted or top-dose-only effect, or effect the other way, or a change in a side signal; inactive = no such curve, though single readings can be large or run the other way; also: potency is read from the fitted curve at half-maximal effect; % of control where 0% means no effect
#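 Compounds were pin-transferred onto Tsg101 binding domain (10 uM final) in HEPES pH 7.5 buffer, then FITC-PTAP peptide was added at 50 nM final. After 20 min at RT, polarization reported peptide displacement across a qHTS concentration series.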
# AT treatment – qHTS Assay for Identifying a Potential Treatment of Ataxia-Telangiectasia; AID 485349, 2010; […] A-T fibroblasts, KAP-1 phosphorylation AlphaLISA; neocarzinostatin DNA damage 30 min before lysis; 320,000 tested, 0.19% active; Potency, µM (doses to about 57.5 µM), inactives show at the highest dose activation, actives largely listed as activators; also: potency is read from the fitted curve at half-maximal effect; % of control where 0% means no effect; nearly all actives have a fitted effect of over 45% in size
#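 ATM-like activity read as KAP-1 phosphorylation via AlphaLISA donor/acceptor antibody pairs after lysis and 6 hr at 25C. Cells were ATM-null patient fibroblasts ([…], hTERT), dosed 60 min, then exposed to the DSB inducer NCS for 30 min.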
# Integrin act MD – qHTS for Activators of Integrin-Mediated Alleviation for Muscular Dystrophy | AID 624291, 2012 | alpha7betagal myoblasts, beta-gal FDG fluorescence, 48 h | Potency, µM (titrated, usually from 38.3 µM), without a hit: at the highest dose activation, most hits filed as activators | 350,000 tested, 0.064% active;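 also: potency is read from the fitted curve at half-maximal effect; 100% = response of the positive control SU9516; nearly all actives have a fitted effect of over 60% in size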
#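 alpha7betagal+/- myoblasts (passage 13, 250/well) treated 48 h at 37C with compounds at 1:260 dilution of DMSO stock. Lysed, then beta-galactosidase activity read as FDG fluorescence (ex 480/em 540) after 30 min, with pre-read for autofluorescence.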
# Chronic BCR inh – qHTS Assay to Find Inhibitors of Chronic Active B-Cell Receptor Signaling | ABC-DLBCL IkBa-CBG/CBR reporter, luminescence ratio, 4 h | Potency, µM (highest dose often 46.1 µM), inactives show top-dose ratio change, negative = lower green/red ratio, most hits filed as inhibitors | 340,000 tested, 0.05% active | AID 493014, 2011; active = well fitted inhibition curve with a large enough effect in the signal ratio, with a control signal flat, not every such curve was filed as active; inconclusive = small, poorly fitted or top-dose-only effect, or effect the other way, or a change in a side signal; the % refers to the signal ratio;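 also: potency is read from the fitted curve at half-maximal effect; plate controls were basal doxycycline-induced cells for no effect and cells given 10 µM MG132 for full effect; MG132 reads +100%, hits lower the ratio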
#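 Cell line TMD8 (human ABC DLBCL), stably expressing tet-inducible CBG68-IkBa fusion and CBR; IMDM/0.5% FBS; cpd up to 46 uM; dox induction, 4 h, 37C/5% CO2; dual luminescence; green/red ratio; MG132 control.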
# TSHR antagonist – Antagonists of the Thyroid Stimulating Hormone Receptor: HTS campaign; TSHR-expressing cells, TSH-stimulated cAMP HTRF, 2 h; hits give low values; Thyrotropin receptor (Homo sapiens), P16473; AID 504810, 2011; 330,000 tested, 0.2% active; activity change, negative = inhibition, % at 11.5 µM;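 active = activity change below a set negative limit, meaning inhibition stronger than a set level, cut at about -70% in these data; inconclusive = activity change between two set negative limits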; also: % is scaled to controls: 0 for no effect and ±100 for the full control effect
#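 Freshly harvested TSHR cells receive pin-tooled compound, then EC80 TSH at 4nM final. After 2 hours at 37 deg C, antibody in lysis buffer and cAMP-d2 are added; 30 minutes at ambient temperature precede the HTRF read.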
# Tb PFK inh – qHTS Assay to Find Inhibitors of T. brucei phosphofructokinase; ATP-dependent 6-phosphofructokinase (Trypanosoma brucei brucei), O15648; T. brucei PFK, ADP-Glo luminescence; Potency, µM (highest dose often 57.5 µM), for the others: top-dose activity, negative = inhibition, usual class: inhibitors; 330,000 tested, 0.17% active; AID 485367, 2010;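 also: potency is read from the fitted curve at half-maximal effect; 0% = uninhibited 1x PFK enzyme wells and -100% = no-enzyme wells; nearly all actives have a fitted effect of over 60% in size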
# Target sequence (O15648 whole entry, looked up): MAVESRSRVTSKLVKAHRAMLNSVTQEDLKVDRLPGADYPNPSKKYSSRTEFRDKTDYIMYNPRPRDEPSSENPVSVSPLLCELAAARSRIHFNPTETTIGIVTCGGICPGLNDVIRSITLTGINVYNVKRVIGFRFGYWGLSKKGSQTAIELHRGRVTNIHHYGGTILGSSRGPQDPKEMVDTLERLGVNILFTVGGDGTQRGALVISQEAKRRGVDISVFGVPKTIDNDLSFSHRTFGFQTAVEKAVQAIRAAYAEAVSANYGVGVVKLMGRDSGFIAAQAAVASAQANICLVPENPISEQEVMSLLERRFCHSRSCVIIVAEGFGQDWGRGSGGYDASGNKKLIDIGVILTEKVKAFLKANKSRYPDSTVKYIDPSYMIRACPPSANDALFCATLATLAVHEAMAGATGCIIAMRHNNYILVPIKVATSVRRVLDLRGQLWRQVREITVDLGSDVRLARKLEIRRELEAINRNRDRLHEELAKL
#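 Activity is normalized to no-enzyme wells (full inhibition) and 1.25 nM enzyme wells (no inhibition). Reaction: 0.5 mM F6P, 0.1 mM ATP, 45 min RT, ADP-Glo luminescence; concentration-response curves fitted and classed by quality.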
# ELG1 repair inh – qHTS screen for small molecules that inhibit ELG1-dependent DNA repair in human embryonic kidney (HEK293T) cells expressing luciferase-tagged ELG1. HEK293T ELG1-luciferase reporter, luminescence, 16 h; DNA damage induced by 5-fluorouridine. Potency, µM (titrated, usually from 46.1 µM), for inactives: top-dose activity change, negative = inhibition, actives largely listed as inhibitors. 330,000 tested, 2.3% active; also: potency is read from the fitted curve at half-maximal effect; % is scaled to controls: 0 for no effect and ±100 for the full control effect; nearly all actives have a fitted effect of over 55% in size
#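 Reporter activity after DNA damage by 5-fluorouridine is monitored. Compound-treated cells incubate 16 hr at 37 °C, then ONE-Glo is added for 30 min before luminescence reading.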
# Eya2 inh – qHTS Assay for Inhibitors of the Phosphatase Activity of Eya2; Protein phosphatase EYA2 (Homo sapiens), O00167; recombinant Eya2, OMFP fluorescence dephosphorylation (OMFP is methylfluorescein phosphate); Potency, µM (doses to about 76.9 µM), for the others: at the top dose activity, negative = inhibition, most hits filed as inhibitors; 330,000 tested, 0.006% active; AID 488837, 2010; also: potency is read from the fitted curve at half-maximal effect; % is scaled to controls: 0 for no effect and ±100 for the full control effect
# Target sequence (O00167 whole entry, looked up): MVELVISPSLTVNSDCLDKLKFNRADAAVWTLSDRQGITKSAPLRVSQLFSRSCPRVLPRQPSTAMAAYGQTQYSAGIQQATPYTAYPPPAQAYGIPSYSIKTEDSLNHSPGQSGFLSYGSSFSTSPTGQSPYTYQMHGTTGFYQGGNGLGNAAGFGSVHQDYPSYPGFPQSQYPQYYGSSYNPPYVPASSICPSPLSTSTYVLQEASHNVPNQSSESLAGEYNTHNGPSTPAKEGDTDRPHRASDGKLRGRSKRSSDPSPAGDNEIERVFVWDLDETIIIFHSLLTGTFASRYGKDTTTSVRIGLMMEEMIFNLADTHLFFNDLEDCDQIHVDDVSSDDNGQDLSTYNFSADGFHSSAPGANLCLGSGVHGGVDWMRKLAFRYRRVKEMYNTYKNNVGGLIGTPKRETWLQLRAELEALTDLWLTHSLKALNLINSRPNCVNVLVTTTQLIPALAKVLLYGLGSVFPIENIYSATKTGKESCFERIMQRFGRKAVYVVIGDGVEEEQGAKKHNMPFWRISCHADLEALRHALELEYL
#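 Eya2 protein (added as 0.2 uM solution) was preincubated with compound for 10 min at ambient temperature in 50 mM HEPES pH 7.5, 50 mM NaCl, 5 uM MgCl2, 0.05% BSA, 1 mM DTT. OMFP (added at 50 uM) then reacted 10 min; fluorescence read at 485/525 nm.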
# TCR activator – Activators of T cell receptors: qHTS campaign; 330,000 tested, under 10 active; primary human leukocytes, anti-CD3, IL-2 HTRF, 48 h; AID 504894, 2011; Potency, µM (highest dose often 9.22 µM), for inactives: at the highest dose activation of IL-2 secretion, most hits filed as activators; also: % of control where 0% means no effect
#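 1) Mix primary human leukocytes, a-CD3 beads and compound. 2) Incubate 48 hr. 3) Add HTRF IL-2 reagents (a-IL-2-K, a-IL-2-d2).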
# ASM inhibitor – Inhibitors of Secretory Acid Sphingomyelinase (S-ASM): qHTS. Sphingomyelin phosphodiesterase (Homo sapiens), P17405. placental ASM, HMU-PC fluorogenic substrate, 60 min. Potency, µM (series often up to 57.5 µM), without a hit: at the top dose activity change, negative = inhibition, actives largely listed as inhibitors. 340,000 tested, 0.006% active. AID 504937, 2011; also: potency is read from the fitted curve at half-maximal effect
#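 qHTS format. ASM enzyme prepared from human placenta hydrolyses the fluorogenic substrate HMU-PC0 (9 uM final) over 60 min at 37 °C after a 10 min compound preincubation.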
# Numbers without * were called inactive; ? = inconclusive; / = no result given; [ ] = dose if it differs, or a comment. Unless noted, calls follow the shape of the dose curve; as a rule, active = well fitted curve in the direction sought with a large enough effect; inconclusive = small, poorly fitted or top-dose-only effect, or another doubt; inactive = no such curve, though single readings can be large; an effect the other way counts as inactive or inconclusive.
SMILES,Mito fusion yeast,PTAP TSG101 blk,AT treatment,Integrin act MD,Chronic BCR inh,TSHR antagonist,Tb PFK inh,ELG1 repair inh,Eya2 inh,TCR activator,ASM inhibitor
Cc1cccc(Oc2ccccc2NS(=O)(=O)c2ccc(CCC(=O)O)cc2)c1,-1%,-2%,-2%,-2%,-2%,-27,0%,-3%,28%,-4%,7%
CN(C)c1nc(C=C(C#N)C#N)c(Cl)n1-c1ccc(F)cc1,0%,-7%,19%,-63%[inhibitor],?,1,-1%,?,-7%,/,-1%
S=C(NCCCN1CCOCC1)Nc1cccc(-c2nnc3n2CCCCC3)c1,-8%,0%,1%,2%,0%,9,-2%,12%,7%,16%,0%
O=C1CC(N2CCN(c3ccc(Cl)c(Cl)c3)CC2)C(=O)N1 (stereo not drawn),-11%,-4%,10%,-13%,-1%,2,6µM*,-3%,4%,1%,0%
CS(=O)(=O)N(CC(=O)O)Cc1cccc(CN(CC(=O)O)S(C)(=O)=O)c1,-1%,2%,7%,7%,0%,17,-8%,-3%,11%,7%,5%
O=C1CCc2cc(S(=O)(=O)N3CCN(c4cccc(C(F)(F)F)c4)CC3)ccc2N1,2%,-8%,-1%,-10%[7.66 µM],-1%,-1,-1%,-11%,-39%,/,-2%
Cc1[nH]c2ccccc2c1C(=O)COC(=O)CCS(=O)(=O)c1ccccc1Cl,0%,0%,-6%,-29%,?,-7,16%,5%,-2%,4%[46.1 µM],-8%
O=C(/C=C/c1ccc2c(c1)OCO2)Nc1cccnc1,1%,-6%,3%,-12%,?,-3,1%,?,-2%,-3%,5%
Brc1ccccc1-c1nnc(COc2ncnc3c2cnn3-c2ccccc2)o1,-7%,-1%,4%,4%,?,-19,0%,2%,-3%,-1%,-10%
COc1ccc2ccccc2c1/C=N\NC(=O)c1ccc(C)s1,-3%,1%,6%,9%,?,0,4%,-13%,4%,4%,62%[activator]
CC1CCN(S(=O)(=O)c2ccc(NC(=O)CN3CCCCCC3)cc2)CC1,-10%,4%,-2%,-71%[inhibitor],9%,10,0%,-20%,-2%,-3%,-4%
O=C(CS(=O)(=O)c1cn(CC(=O)N2CCCC2)c2ccccc12)Nc1ccccc1,-2%,-3%,19%,-1%,-1%,3,2%,?,-22%,-24%,0%
O=C(Nc1ccnn1C1CCN(CCCc2ccccc2)CC1)c1cccc(F)c1,0%,1%,4%,-2%,-4%,-11,4%,3%,-3%,2%,-2%
COc1cc(/C=C(\C#N)c2nc3ccccc3[nH]2)cc(Br)c1OCc1ccc(F)cc1,-1%,-6%,-4%,0%,0%,-4,4%,?,-8%,-7%,33%[activator]
Cc1cccc(CN2C3=NCCCN3c3ccccc32)c1,-24%,2%,17%,-57%[inhibitor],-1%,-2,-19%,-4%,4%,-12%,3%
COc1ccc(CN2CCNC(=O)C2CC(=O)NCCCC2CCCC2)c(F)c1 (stereo not drawn),-1%,-2%,15%,-11%,2%,1,-4%,8%,-1%,2%,-3%
Cn1nc(C(=O)NCc2cccnc2)c2ccccc2c1=O,-2%,-9%,0%,19%,-1%,1,3%,?,-4%,1%,3%
O=C(Nc1ccccc1)C1C2/C=C\CCCCC21 (stereo not drawn),1%,0%,-2%,-12%,-8%,-14,-2%,?,-3%,-9%,-5%
Cc1sc2nc3c(C(=O)N4CCN(c5ccccn5)CC4)cccn3c(=O)c2c1C,-5%,/,7%,/,3%,8,1%,7%,2%,/,/
CC1CCCCN1C(=O)COC(=O)c1ccc(=O)n(Cc2ccccc2)n1 (stereo not drawn),0%,-4%,0%,0%,7%,24,1%,-1%,-21%,7%,3%
NC(=O)C1CCN(C(=O)CCC(=O)c2cccs2)CC1,/,-4%,0%,29%,6%,8,4%,?,1%,0%[46.1 µM],6%
COc1ccccc1-n1nnnc1SCC(=O)NCC1(N2CCOCC2)CCCCC1,-3%,-6%,-2%,2%,1%,9,-4%,-9%,0%,11%,-2%
CCOc1ccc(-c2cc(NC(=O)c3c(F)cccc3F)c(C(=O)O)s2)cc1,-30%,0%,7%,9%,8%,-7,-4%,0%,10%,6%,62%[activator]
COc1ccc2cc(C(=O)C3CCCN(C(=O)c4snnc4C)C3)ccc2c1 (stereo not drawn),4%,-4%,3%,5%,-15%,-15,-1%,?,2%,1%,1%
CCCCN(CC)S(=O)(=O)c1ccc2c(c1)n(C)c(=O)c(=O)n2C,2%,-5%,1%,-34%,-2%,-5,-1%,3%,-4%,0%,-4%

# Further entries follow.
SMILES,Mito fusion yeast,PTAP TSG101 blk,AT treatment,Integrin act MD,Chronic BCR inh,TSHR antagonist,Tb PFK inh,ELG1 repair inh,Eya2 inh,TCR activator,ASM inhibitor
Cc1nn(Cc2c(Cl)cccc2Cl)c(C)c1NC(=O)CCCn1nc([N+](=O)[O-])c(Cl)c1C,-4%,-2%,8%,-4%,7%,-6,1%,?,1%,-2%[46.1 µM],-1%
O=C1NC(c2ccccc2)=CC(c2ccccc2O)N1 (stereo not drawn),1%,-5%,2%,0%,-16%,9,-4%,6%,0%,-6%,1%
CN1CCC(N2CCN(c3cccc(C(F)(F)F)c3)CC2)CC1,0%,-2%,-2%,-22%,?,29,-4%,3%,-9%,1%,3%
CN(C)/C=N/c1c(C#N)cnn1-c1ncnc2sc(-c3ccccc3)cc12,24%,0%,10%,-18%,5%,-6,3%,18µM*,-7%,-3%,258%[activator]
Cc1ccc(N2C(=O)c3ccccc3NC2c2ccccc2O)cc1 (stereo not drawn),9%,-2%,4%,0%,-3%,9,-21%,?,10%,-1%,45%[activator]
CC(C)(C)N(Cc1ccccc1)C(=O)COC(=O)CSc1ccc([N+](=O)[O-])cc1,8%,0%,-1%,24%,-11%,-6,-5%,18%,-20%,3%,-4%
COC(=O)N/N=C/c1cc(Cl)cc(Cl)c1OCc1ccc(F)cc1,-1%,-1%,-4%,25%,1%,-15,5%,-8%,5%,8%[46.1 µM],-1%
COc1ccc(CC(=O)OCC(=O)Nc2ccc3c(c2)OCCO3)cc1OC,-10%,0%,3%,-4%,-2%,-4,-4%,0%,1%,0%[46.1 µM],3%
O=C(c1cccc([N+](=O)[O-])c1)N1CCN(c2n[nH]c(=O)[nH]c2=O)CC1,-2%,1%,-4%,3%,-1%,-3,0%,0%,-3%,-6%,2%
CCOc1cc(N2CCOCC2)c(OCC)cc1NC(=O)COC(=O)COc1ccc(C#N)cc1,0%,-3%,3%,-1%,2%,-10,3%,-1%,-2%,-13%,1%
Cc1cccc(C)c1NC(=O)c1cc(-c2ccccn2)nc2ccccc12,-11%,0%,6%,0%,?,-13,4%,?,-29%,5%,0%
COc1cccc(CC2(CO)CCCN(Cc3cn(C)c4ccccc34)C2)c1 (stereo not drawn),-7%,5%,-3%,0%,?,1,-4%,?,0%,-5%,0%
CN(C)S(=O)(=O)c1ccc(N2CCCC2)c(C(=O)Nc2ccc(F)cc2F)c1,-6%,-1%,1%,-16%,2%,12,-1%,-14%,-7%,8%,2%
O=C1CCC(C(=O)N2CCC(CO)(Cc3ccc(Cl)cc3)CC2)=NN1,-3%,1%,-3%,18%,-9%,-29,5%,-3%,-2%,/,-2%
O=C(/C=C/c1cccc([N+](=O)[O-])c1)NC(=S)Nc1ccccc1C(=O)O,2%,/,-1%,/,?,-5,?,13%,11%,/,/
